Source: PubChem
HKDC1 inhibitor: HKDC1 (human) hexokinase inhibition; 340,000 tested, 0.16% active; inhibition, % at 20 µM; recombinant HKDC1, G6PDH/diaphorase resazurin coupled fluorescence; Q2TB90;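 active = inhibition above about 35% when tested at 20 µM, limit read from the data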;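 also: plate controls were DMSO wells with enzyme for no effect and DMSO wells lacking enzyme for full effect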
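test system = in-house recombinant HK5 (HKDC1) enzyme | amount = HKDC1 at 5 µg/mL | control set = DMSO-enzyme wells negative, buffer-substituted wells positive | compound = one dose of 20 µM, 1% DMSO | schedule = reaction time 90 min, room temperature, protected from light | technique = resorufin fluorescence at 613 nm | reagent = glucose with 1 mM ATP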
ATG4B inhibitor: ATG4B (human) cysteine protease inhibition; ATG4B cleavage of LC3-PLA2, NBD-HPC fluorescence, 1 h; inhibition, % at 8.33 µM; 340,000 tested, 0.51% active; AID 504462; in the data active = inhibition above about 40%
Target sequence (Q9Y4P1 whole entry, looked up): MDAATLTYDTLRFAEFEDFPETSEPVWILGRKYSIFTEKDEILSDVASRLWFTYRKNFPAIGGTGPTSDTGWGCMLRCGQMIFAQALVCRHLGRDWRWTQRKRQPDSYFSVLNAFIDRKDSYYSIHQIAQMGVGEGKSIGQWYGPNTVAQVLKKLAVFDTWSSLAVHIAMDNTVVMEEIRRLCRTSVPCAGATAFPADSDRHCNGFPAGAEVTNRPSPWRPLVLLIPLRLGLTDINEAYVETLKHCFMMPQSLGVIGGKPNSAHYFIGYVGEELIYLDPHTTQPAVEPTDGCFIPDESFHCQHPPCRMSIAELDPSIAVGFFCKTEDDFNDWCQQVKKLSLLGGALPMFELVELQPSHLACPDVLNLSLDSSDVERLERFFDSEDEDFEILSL
hIAP block: blocks human intestinal alkaline phosphatase. inhibition, % at 10 µM. 330,000 tested, 0.12% active. purified IAP, CDP-Star luminescence, 30 min. P09923. AID 2544;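 active = inhibition reaching a set limit with compound at 10 µM in the primary screen, cut at about 35% in these data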;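 also: plate controls were DMSO wells with enzyme for no effect and no-enzyme buffer wells for full effect; values of inactives mirror those of a sister screen read the other way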
hIAP act: human IAP activation; P09923; purified human IAP, CDP-Star luminescence, 30 min; active compounds read high; 1 = vehicle-only enzyme, 0 = enzyme-free background; activation factor at 10 µM; 330,000 tested, 0.16% active;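 active = activation factor of the enzyme at least 2-fold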; also: the source names both 10 and 20 µM as test concentration; values of inactives mirror those of a sister screen read the other way
mIAP inh: mouse IAP inhibition; inhibition, % at 10 µM; purified mouse IAP, CDP-Star luminescence, 30 min; AID 2806; 330,000 tested, 0.2% active;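 active = inhibition of at least 40% at 10 µM in the primary screen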;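 also: plate controls were DMSO with enzyme for no effect and no enzyme wells for full effect; values of inactives mirror those of a sister screen read the other way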
PfG6PD inh: PfG6PD (Plasmodium falciparum) enzyme inhibition | PfGluPho enzyme, NADPH resazurin-diaphorase fluorescence | 350,000 tested, 0.78% active | inhibition, % at 20 µM | AID 504690;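 active = inhibition reaching at least a set limit at 20 µM in the primary screen, cut at about 59% in these data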;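 also: 0% = DMSO wells with substrate and 100% = DMSO wells lacking glucose-6-phosphate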
mIAP activ: increases mouse intestinal alkaline phosphatase activity | muIAP, CDP-Star luminescence, 30 min; active compounds read high; 1 = vehicle-only enzyme signal, 0 = enzyme-free wells | activation factor at 10 µM | 330,000 tested, 0.24% active | AID 2805;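 active = activation factor of at least 2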; also: the source names both 10 and 20 µM as test concentration; values of inactives mirror those of a sister screen read the other way
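Assay system: mouse IAP enzyme; reagent: chemiluminescent substrate CDP-Star; dosing: test compounds delivered from DMSO solution; schedule: 30 min at room temperature; measured by: luminescence from enzymatic CDP-Star hydrolysis; controls: DMSO-only wells and no-enzyme negative control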
APOBEC3A inh: human APOBEC3A DNA deaminase inhibition. recombinant A3A, FAM/TAMRA ssDNA deamination fluorescence. P31941. inhibition, % at 20 µM. 330,000 tested, 0.41% active;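 active = at least 40% inhibition at 20 µM here, with at most 30% in a related deaminase screen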;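 also: plate controls were A3A with DMSO for no effect and wells lacking A3A enzyme for full effect; some results filed as inactive read as strong as hits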
Target sequence (P31941 whole entry, looked up): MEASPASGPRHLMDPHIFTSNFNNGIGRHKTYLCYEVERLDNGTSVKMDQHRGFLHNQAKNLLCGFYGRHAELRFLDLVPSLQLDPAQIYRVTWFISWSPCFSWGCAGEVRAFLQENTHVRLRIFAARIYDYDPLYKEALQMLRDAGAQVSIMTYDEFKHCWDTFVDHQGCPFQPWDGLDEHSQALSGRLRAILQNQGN
* marks the source's active call; other numbers are inactive results; · = not tested or not shown.

SMILES	HKDC1 inhibitor	ATG4B inhibitor	hIAP block	hIAP act	mIAP inh	PfG6PD inh	mIAP activ	APOBEC3A inh
CCOc1cccc2cc(C(=O)NC(C)c3ccccc3)c(=N)oc12 (stereo not given)	6	-2	-17	1.2	10	14	0.9	-1
Cc1ccc(-n2ccc(=O)c(-c3ccnc(SCc4cccc(Cl)c4)n3)n2)cc1	-4	-6	-1	1	6	-11	0.94	9
CC(c1ccccc1)C1CC(=O)N(Cc2ccccc2)C1=O (stereo not given)	-5	-3	-10	1.1	6	3	0.94	1
O=C(/C=C/c1ccc(OCCCF)cc1)NCc1ccc(Cl)cc1	-1	10	-6	1.1	-4	8	1	-1
Cn1c(=O)c2c(nc3sccn32)n(C)c1=O	5	-7	-8	1.1	-5	-11	1	0
C=CCOC1=CS(=O)(=O)N(Cc2ccc(Br)cc2)c2ccc(Br)cc21	3	·	·	·	8	24	0.92	-2
O=C1c2ccccc2C(=O)N1CC(O)CN1CCOCC1 (stereo not given)	-6	6	6	0.94	1	0	0.99	0
COC(=O)C(Cc1ccc(O)cc1)NC(=O)c1ccc2c(c1)OCCO2 (stereo not given)	-5	2	-28	1.3	-5	-8	1.1	-5
S=c1[nH]nc2n1CCCN2	-2	7	-8	1.1	6	7	0.94	-3
CCOC(=O)c1nc2ccccc2nc1C	-10	-2	-2	1	18	15	0.81	15
Cc1ccsc1C(=O)OCC(=O)N1CCN(c2ccccc2)CC1	-5	4	11	0.89	-7	-4	1.1	12
O=C(NCCN1CCOCC1)C(=O)NCC1OCCN1S(=O)(=O)c1ccc(F)cc1 (stereo not given)	-1	2	-13	1.1	-4	3	1	-3
Cc1ccc(C(=O)NNC(=O)CCn2nnc3ccccc32)cc1	4	7	-20	1.2	8	-2	0.92	1
CC1=NN(C(=O)COc2ccc(C)c(C)c2)C(O)(c2ccccc2)C1 (stereo not given)	-3	-5	-7	1.1	3	-10	0.97	3
c1cn(CC2(Cn3ccnc3)COC2)cn1	-7	-2	-7	1.1	-1	-17	1	1
COc1ccc(CCNc2nc(-c3cccnc3)nc3ccccc23)cc1OC	-6	-9	-3	1	-2	2	1	-1
Cc1ccc(CN2C3CCCC2CC(NC(=O)c2ccc(F)cc2)C3)cc1 (stereo not given)	-5	-6	-4	1	-47	14	1.5	-6
COc1ccccc1CNC(=O)C1CC2Cn3c(nc4cc(Cl)c(Cl)cc43)C2N1C (stereo not given)	1	-17	-1	1	-22	11	1.2	-1
O=C(NCC(=O)N1CCN(c2ccccc2O)CC1)c1ccco1	8	5	-8	1.1	7	6	0.93	-3
Cn1c2c(c(=O)n(C)c1=O)CN(CCc1ccccc1)CN2	-6	8	-4	1	0	-2	0.99	-8
CN(C)/C=N/c1nc2nccc(-c3cccc(Cl)c3)n2n1	-10	-8	-12	1.1	2	6	0.98	-1
O=C(NCc1ccco1)c1ccc(NS(=O)(=O)c2cccc([N+](=O)[O-])c2)cc1	4	8	5	0.95	3	-32	0.97	5
Cc1ccc(C(=O)Nc2ccc(O)c(C(=O)O)c2)o1	0	-12	6	0.94	-1	5	1	7
Cc1ccc(NC(=O)c2cc(S(=O)(=O)N3CCCCC3)ccc2N2CCOCC2)cc1F	5	-15	-2	1	8	10	0.92	7
CCN(CC)C(=S)Nc1ccc(OC)cc1	-1	-3	2	0.98	-5	-1	1	-3
CN1CCN(c2oc(-c3ccccc3F)nc2S(=O)(=O)c2ccc(Cl)cc2)CC1	-2	5	7	0.93	3	-5	0.97	-3
CC(C)Cn1c(N)c(C(=O)COC(=O)c2c(F)cccc2F)c(=O)n(C)c1=O	6	-2	9	0.91	0	-14	1	3
CCOC(=O)c1c(NC(=O)CSc2nnc(-c3c[nH]c4ccccc34)n2C)sc2c1CCCC2	1	-11	18	0.82	-11	27	1.1	-5
C=CCn1c(SCc2cc([N+](=O)[O-])cc3c2OCOC3)nc2cc(C(=O)O)ccc2c1=O	6	-8	-2	1	-1	-36	1	-4
Cc1ccc(OCCCC(=O)Nc2ccccc2C(F)(F)F)cc1	0	0	-8	1.1	14	7	0.86	-1
COc1cccc(CC(=O)OC(C)C(=O)Nc2ncc(Cl)cc2Cl)c1 (stereo not given)	0	3	0	0.99	-10	-12	1.1	0
C[C@H](NS(=O)(=O)c1ccccc1F)C(=O)OCC(=O)Nc1ccc2c(c1)OCCO2	-2	-10	-8	1.1	0	13	1	0
CC1(C)CC(=O)C(C=N)=C(O)C1	0	-2	-7	1.1	-7	-10	1.1	-3
Cc1cccc(-c2nsc(SCC(=O)NCC3CCCO3)n2)c1 (stereo not given)	-3	-2	-3	1	3	25	0.97	0
C=CCc1ccc(OCCn2cccc2C=O)c(OC)c1	-5	7	17	0.83	-1	9	1	-2
CCOc1ccc(CCNC(=O)c2cc(C)on2)cc1OCC	-3	6	-16	1.2	6	-12	0.94	-1
COc1ccc(COC(=O)C2CC(=O)N(Cc3ccc(C)cc3)C2)cc1 (stereo not given)	-4	3	-32	1.3	-4	-1	1	-4
O=C1CC(c2ccco2)CC2=C1C(c1ccccc1)n1nc(C(F)(F)F)nc1N2 (stereo not given)	-5	1	-19	1.2	13	-6	0.87	-6
Cc1nn(-c2ccc(C(=O)O)cc2)c(C)c1Oc1ccccc1O	11	2	8	0.92	3	-23	0.97	2
CCOC(=O)c1sc(/S(C)=N\S(=O)(=O)c2cccc(Cl)c2)c2c1CCC=C2 (stereo not given)	7	-8	-12	1.1	2	3	0.98	-1

Record cards, as listed above. Order of values: HKDC1 inhibitor	ATG4B inhibitor	hIAP block	hIAP act	mIAP inh	PfG6PD inh	mIAP activ	APOBEC3A inh
COc1ccc(COC(=O)C2CC(=O)N(Cc3ccc(C)cc3)C2)cc1 (stereo not given) reads -4	3	-32	1.3	-4	-1	1	-4
CCOC(=O)c1sc(/S(C)=N\S(=O)(=O)c2cccc(Cl)c2)c2c1CCC=C2 (stereo not given) reads 7	-8	-12	1.1	2	3	0.98	-1
C=CCn1c(SCc2cc([N+](=O)[O-])cc3c2OCOC3)nc2cc(C(=O)O)ccc2c1=O reads 6	-8	-2	1	-1	-36	1	-4
C=CCc1ccc(OCCn2cccc2C=O)c(OC)c1 reads -5	7	17	0.83	-1	9	1	-2

Next part.
SMILES	HKDC1 inhibitor	ATG4B inhibitor	hIAP block	hIAP act	mIAP inh	PfG6PD inh	mIAP activ	APOBEC3A inh
Cc1ccc(NC(=O)CN(C)C(=O)c2ccc(Cl)nc2)cc1	-5	1	1	0.99	6	5	0.94	-1
COc1cccc(OC)c1C(=O)NC(=S)Nc1cccc(NC(=O)c2ccco2)c1	-8	-8	7	0.93	4	-1	0.96	-3
Clc1ccc(CSc2ccc(-c3cccnc3)nn2)cc1	-4	26	13	0.87	9	31	0.91	0
C=CCOc1ccc(C2/C(=C(\O)c3ccc4c(c3)CC(C)O4)C(=O)C(=O)N2CCN2CCOCC2)cc1OCC (stereo not given)	20	-4	18	0.82	6	10	0.94	-1
Cc1cc(S(=O)(=O)Nc2ccc(C(=O)NCC(c3ccco3)N3CCCCC3)cc2)ccc1F (stereo not given)	1	-1	-4	1	-1	-22	1	1
O=C(NC1CCCCC1)C1c2ccccc2C(=O)N1Cc1ccc2c(c1)OCO2 (stereo not given)	-3	-4	-1	1	-1	8	1	-4
Cc1ccc(CC(=O)Nc2cc(C)ccn2)cc1	-5	7	14	0.85	-4	-15	1	-2
c1ccc2sc(NN=C3CCCC3)nc2c1	-9	-5	-10	1.1	3	15	0.97	-3
CCc1sc(C(=O)NCCc2ccc(S(N)(=O)=O)cc2)cc1C	0	-7	25	0.75	2	-7	0.98	-2
Cn1cc(CN2CCCCC2C(=O)Nc2ccc(-n3cccn3)cc2)cn1 (stereo not given)	-4	11	-3	1	11	4	0.89	-2
Oc1ccccc1/C=N/n1c(-c2cccs2)n[nH]c1=S	8	3	9	0.91	3	18	0.97	3
CC(C)OC(=O)/C(=C/c1ccc2c(c1)c1ccccc1n2C)NC(=O)c1ccccc1	-8	0	3	0.97	7	-7	0.93	0
COCCN1C(=O)c2oc3cc(C)c(C)cc3c(=O)c2C1c1cccc(O)c1 (stereo not given)	-3	-8	8	0.92	-2	24	1	1
O=C(NCc1nc2ccccc2[nH]1)C1=C[C@H](c2ccc(Br)cc2)C[C@H](OCc2ccc(CO)cc2)O1	7	-20	-3	1	-9	12	1.1	2
CC(C)c1ccc(NC(=O)c2cccc(Br)c2)cc1	-4	8	-145	2.4*	-1	68*	1	-3
CCOC(=O)Cn1ccc(NC(=O)c2ccc3c(c2)OCO3)n1	-7	-2	8	0.92	-5	9	1.1	-4
Cn1nccc1C(=O)Nc1ccc(S(=O)(=O)N2CCCC2)cc1	1	1	8	0.92	-1	-4	1	1
COc1ccc(C2=NOC(Cn3nc(-c4ccccc4C)cc3C(=O)O)C2)cc1 (stereo not given)	-3	-1	-10	1.1	-1	-15	1	-5
CCn1c(SCc2nc3ccccc3[nH]2)nnc1-c1cccs1	-8	1	4	0.96	0	43	1	3
COc1cccc2sc3ccc(C#CC4(O)CCCCC4)cc3c(=O)c12	7	-19	8	0.92	7	68*	0.93	3
O=C(NCc1ccco1)c1ccc2nccnc2c1	-2	-4	-10	1.1	5	-1	0.95	-8
NC(=O)[C@H]1CC2(CC(c3cccc(NC(=O)c4ccccc4)c3)=NO2)CN1C(=O)[C@H]1CCC(=O)N1 (stereo not given in full)	-1	4	0	0.99	-2	-8	1	-7
Cc1nn(CCCC(=O)Nc2c(F)cc(F)cc2Br)c(C)c1[N+](=O)[O-]	0	3	7	0.93	5	7	0.95	-1
Cc1c(Cl)cccc1NC(=S)NCCCN(C)C	13	-6	-4	1	8	-3	0.92	-1
CN(c1cccc(NC(=O)c2ccccc2N(Cc2ccccc2)S(C)(=O)=O)c1)S(C)(=O)=O	-5	-7	-20	1.2	19	16	0.81	-6
O=C(CN1C(=O)C(=O)N(C2CCCC2)C1=O)NCCc1ccc(Cl)cc1Cl	-7	3	-12	1.1	-2	-10	1	4
CCc1ccc(C(=O)Nc2cc(C)on2)o1	2	-6	-2	1	4	-21	0.96	1
CNC(=O)c1ccc(Nc2nnc(-c3ccc(C(N)=O)cc3)c3ccccc23)cc1	5	-8	1	0.99	2	-16	0.98	-4
COc1ccccc1C(=O)N1C(CC(=O)Nc2ccccc2C)C(=O)NC2CCCCC21 (stereo not given)	3	-4	-12	1.1	7	-9	0.93	-4
O=[N+]([O-])c1ccc(Sc2ncc3ccccn23)nc1	4	-2	14	0.86	-2	-9	1	-2
COc1ccc2cc(C(c3nnnn3C3CCCC3)N3CCOCC3)c3nnnn3c2c1 (stereo not given)	-2	-5	13	0.87	10	-7	0.9	-2
Cc1ccccc1NC(=O)COC(=O)/C=C/c1cccc(C(F)(F)F)c1	-9	0	1	0.99	25	-3	0.75	1
COC(=O)CCC(=O)Nc1ccc(Br)cc1	4	2	3	0.97	3	0	0.97	2
CC(=O)Nc1ccc(NC(=O)COC(=O)[C@@H](NC(=O)c2ccc(F)cc2)C(C)C)cc1	2	-9	4	0.96	-2	6	1	5
Cc1ccc(OCC(=O)Nc2nnc(S(=O)(=O)N3CCCCCC3)s2)cc1	9	-1	-8	1.1	7	-11	0.93	0
CCOc1ccc2[nH]c(=O)c(C(c3nnnn3CCOC)N3CCOCC3)cc2c1 (stereo not given)	4	0	-12	1.1	-2	-19	1	-4
O=C(NCCN1CCN(C(=O)c2cccc(Br)c2)CC1)C(=O)NCc1ccccc1	-6	-7	5	0.95	4	7	0.95	1
Cc1nn(CCO)c2ncc(C(=O)c3cc(Cl)ccc3O)cc12	-5	2	-16	1.2	0	-5	0.99	0
COCc1c(C(=O)N/N=C\c2ccccn2)nnn1-c1nonc1N	2	-3	-39	1.4	-1	-5	1	-3
